Screening results from PubChem BioAssay.
PLCb3 inh: human PLC-beta3 inhibitors, primary screen, biochemical, fluorescence | 1-phosphatidylinositol 4,5-bisphosphate phosphodiesterase beta-3 (Homo sapiens), Q01970 | Purified PLC-beta3, fluorogenic substrate | actives 0.18% (n = 370,000) | inhibition, % at 12.2 µM; in the data active = inhibition above about 11%;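 note: 0% = median of compound wells on plate and 100% = full blocker control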
Target sequence (Q01970 whole entry, looked up): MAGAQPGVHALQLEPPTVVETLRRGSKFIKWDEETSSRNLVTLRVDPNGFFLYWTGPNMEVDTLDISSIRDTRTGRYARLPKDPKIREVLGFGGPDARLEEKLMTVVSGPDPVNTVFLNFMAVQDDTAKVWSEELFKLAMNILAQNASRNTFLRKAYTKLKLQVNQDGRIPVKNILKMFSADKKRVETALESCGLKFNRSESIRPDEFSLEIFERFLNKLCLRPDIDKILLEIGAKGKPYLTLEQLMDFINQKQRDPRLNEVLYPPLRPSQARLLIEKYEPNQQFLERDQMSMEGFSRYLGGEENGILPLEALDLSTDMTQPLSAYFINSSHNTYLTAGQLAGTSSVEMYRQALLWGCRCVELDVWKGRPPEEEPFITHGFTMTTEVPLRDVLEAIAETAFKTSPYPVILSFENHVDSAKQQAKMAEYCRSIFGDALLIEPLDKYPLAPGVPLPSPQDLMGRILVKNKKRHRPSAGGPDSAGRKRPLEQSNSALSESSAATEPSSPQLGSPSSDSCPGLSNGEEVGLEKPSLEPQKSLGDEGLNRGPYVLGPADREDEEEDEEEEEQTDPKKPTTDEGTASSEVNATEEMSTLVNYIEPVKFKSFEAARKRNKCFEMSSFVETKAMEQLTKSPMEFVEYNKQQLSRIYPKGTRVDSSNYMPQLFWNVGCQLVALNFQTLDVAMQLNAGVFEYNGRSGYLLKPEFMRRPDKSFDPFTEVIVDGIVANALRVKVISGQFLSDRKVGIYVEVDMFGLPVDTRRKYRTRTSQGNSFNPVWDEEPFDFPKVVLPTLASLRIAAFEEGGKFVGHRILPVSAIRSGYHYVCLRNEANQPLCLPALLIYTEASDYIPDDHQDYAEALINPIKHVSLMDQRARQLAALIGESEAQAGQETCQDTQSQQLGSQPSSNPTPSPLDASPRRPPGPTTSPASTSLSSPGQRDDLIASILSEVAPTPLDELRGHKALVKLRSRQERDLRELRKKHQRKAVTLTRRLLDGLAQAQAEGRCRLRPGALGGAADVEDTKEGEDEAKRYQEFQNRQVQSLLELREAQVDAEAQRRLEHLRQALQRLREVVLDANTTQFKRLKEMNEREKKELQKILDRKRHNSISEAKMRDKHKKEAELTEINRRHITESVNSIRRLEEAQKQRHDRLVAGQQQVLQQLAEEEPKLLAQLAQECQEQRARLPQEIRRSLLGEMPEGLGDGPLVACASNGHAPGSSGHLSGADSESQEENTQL
PLC-gamma1 inh: PLC-gamma1 enzyme inhibitors, primary screen, biochemical, fluorescence, purified enzyme; 1-phosphatidylinositol 4,5-bisphosphate phosphodiesterase gamma-1 (Homo sapiens), P19174; fluorogenic substrate; inhibition, % at 12.2 µM; actives 0.84% (n = 370,000); in the data active = inhibition above about 9.5%
TDP2 absorb: human TDP2 enzyme inhibitors, primary screen, biochemical, epi absorbance, recombinant enzyme; Tyrosyl-DNA phosphodiesterase 2 (Homo sapiens), O95551; actives 0.34% (n = 370,000); inhibition, % at 12.8 µM; AID 720702, 2013; T5PNP hydrolysis, p-nitrophenol absorbance 415 nm;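 active = inhibition above the mean of all tested compounds plus 3 SD, set per campaign, cut at about 25% in these data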;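 note: 0% = DMSO with enzyme and 100% = buffer with substrate but no TDP2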
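test system = human TDP2 enzyme | input = TDP2 enzyme at 120 nM final | medium = 50 mM Tris-HCl pH 7.5 with Mg2+, KCl, DTT, BSA | also added = T5PNP substrate, 5 mM | times = 2 h at 37 °C | technique = epi absorbance | benchmarks = high control without enzyme, low control DMSO plus TDP2 | replication = each compound tested once, singlicate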
SIAE inh: human SIAE inhibitors, primary screen, biochemical, fluorescence polarization, FP-Rh probe, 1536-well HTS; Sialate O-acetylesterase (Homo sapiens), Q9HAT2; SIAE FP-Rh probe binding; inhibition, % at 9.66 µM; actives 0.69% (n = 370,000);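 active = inhibition above a cutoff: mean of compounds within the control limits plus 3 SD of those, cut at about 17% in these data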;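 note: 0% = plate median of compound wells and 100% = probe without SIAE protein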
Tn7 DDE FP: inhibitors of Tn7 peptide binding to fibrin DD(E), primary screen, biochemical, fluorescence polarization, human fibrin, Tn7 probe. Fibrinogen beta chain (Homo sapiens), P02675. FP displacement of FITC-Tn7 peptide from fibrin DD(E); 0% = median of compound wells per plate. inhibition, % at 8.3 µM. actives 0.13% (n = 370,000);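 active = inhibition above the mean of compounds falling within the control limits plus 3 SD of them, cut at about 14% in these data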;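 note: 0% = plate median of compound wells and 100% = 10 µM Aha-Tn7 peptide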
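Assay system: human fibrin DD(E) protein / Input: 2 µM fibrin DD(E) / Benchmarks: high control of 10 µM Aha-Tn7 peptide / Measured by: fluorescence polarization of the labelled Tn7 tracer / Medium: Tris buffer with calcium and detergent, pH 7.8 / Timing: 10 min compound pre-incubation, 3 h probe incubation at room temperature / Repeats: one replicate per compound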
ADAM17 inh: ADAM17 inhibitors, primary screen, biochemical, QFRET; Disintegrin and metalloproteinase domain-containing protein 17 (Homo sapiens), P78536; recombinant ADAM17, EDANS/DABCYL FRET peptide cleavage; actives 0.83% (n = 370,000); inhibition, % at 6.95 µM; AID 720648, 2013;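 active = inhibition above the mean of compounds lying between control limits plus 3 SD, set per campaign, cut at about 8.5% in these data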;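 note: 0% = DMSO-only wells as the low control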
ARFGAP1 inh: inhibitors of rat ARFGAP1 GAP activity, primary screen, biochemical, fluorescence polarization, GDP tracer | inhibition, % at 16.5 µM | ADP-ribosylation factor GTPase-activating protein 1 (Rattus norvegicus), Q62848 | Arfgap1-stimulated ARF1 GTP hydrolysis, GDP FP detection | actives 0.26% (n = 360,000);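 active = inhibition above a per-plate limit, mean inhibition of low control wells plus 3 SD, cut at about 25% in these data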;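 note: 0% = DMSO wells with enzyme and 100% = wells lacking Arfgap1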
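Assay system: Rat Arfgap1 GAP domain (His6, aa 1-136), purified enzyme | Buffer or medium: HEPES 25 mM pH 7.5, NaCl 150 mM, MgCl2, DTT | Schedule: GTP hydrolysis reaction 2 h at 25 °C | Signal: FP of antibody-bound GDP Alexa 633 tracer, ex 620/em 688 nm | Measure: Percent inhibition of Arfgap1-stimulated GTP hydrolysis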
ASAP1 GAP inh: inhibitors of human ASAP1 ArfGAP activity, primary screen, biochemical, fluorescence polarization; Arf-GAP with SH3 domain, ANK repeat and PH domain-containing protein 1 (Homo sapiens), …; ASAP1-stimulated ARF1 GTP hydrolysis, GDP FP detection; inhibition, % at 16.5 µM; actives 0.19% (n = 360,000); in the data active = inhibition above about 25%;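 note: 0% = vehicle with enzyme and substrate and 100% = no enzyme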
Tn6 DDE FP: inhibitors of Tn6 peptide binding to fibrin DD(E), primary screen, biochemical, fluorescence polarization, human fibrin, Tn6 probe; actives 0.21% (n = 370,000); Fibrinogen beta chain (Homo sapiens), P02675; Fibrin DD(E) TRITC-Tn6 fluorescence polarization displacement; inhibition, % at 8.3 µM;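 active = inhibition above a per-campaign cutoff: mean of compounds within control limits plus 3 SD, cut at about 15% in these data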;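 note: 0% = median of all compound wells on the plate and 100% = blocking peptide control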
ADAM10 inh: human ADAM10 inhibitors, primary screen, biochemical, QFRET, HTS. Disintegrin and metalloproteinase domain-containing protein 10 (Homo sapiens), O14672. recombinant ADAM10, EDANS/DABCYL FRET peptide cleavage, 3 h. inhibition, % at 7 µM. actives 0.62% (n = 370,000);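 active = inhibition above a per-campaign cutoff equal to the mean of compounds falling between control-based bounds plus 3 SD, cut at about 20% in these data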;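 note: 0% = DMSO wells while the 100% control is not disclosed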
Numbers without * were called inactive; i = inactive; · = no result given.

SMILES	PLCb3 inh	PLC-gamma1 inh	TDP2 absorb	SIAE inh	Tn7 DDE FP	ADAM17 inh	ARFGAP1 inh	ASAP1 GAP inh	Tn6 DDE FP	ADAM10 inh
CC(NC(=O)C(=O)NN=C1CCCCCCCCCCC1)c1ccccc1 (stereo not drawn)	4	1	-16	2	4	4	-11	1	-4	7
Cc1cccc(NC(=O)c2cccc(OC(=S)N3CCOCC3)c2)c1	-5	1	0	3	-5	0	4	-6	3	3
O=C(OCC#CCSc1nnc(-c2ccc(Br)cc2)o1)c1cccs1	-4	-1	7	-6	-2	2	-6	2	-3	0
Cn1c(SCC(=O)N2CCCCC2)nnc1-c1ccc(S(=O)(=O)N2CCOCC2)cc1	2	6	13	7	-4	-1	3	2	-10	-7
CCOC(=O)N1CCN(C(=O)c2ccc3c(c2)sc2nc(-c4ccc(OC)cc4)cn23)CC1	-17	-11	2	-3	5	-4	3	-10	-1	3
COc1cc(C(=O)OCC(=O)Nc2nnc(-c3ccccc3)o2)cc(OC)c1OC	-4	5	-13	-4	4	1	-4	-19	-6	7
CCn1c(CNC(=O)c2cccc(C)c2)nnc1SCC(=O)Nc1nnc(C)s1	-3	1	-13	12	7	-1	4	2	8	-2
CCCc1cc(=O)c2ccc(OCC(C)=O)cc2o1	-12	-4	1	2	6	-8	4	-2	2	-15
COC(=O)[C@]12C[C@H](CC(=O)N3CCN(C(=O)c4ccco4)CC3)C(=O)N(CCC3=CCCCC3)C1=C[C@H](COCc1ccccc1)O[C@@H]2C	4	0	4	1	-4	1	-5	-9	-9	6
COc1ccc(C(=O)CSc2nnc(-c3cccc(Cl)c3)n2Cc2ccco2)cc1	-4	0	0	-6	4	-2	·	·	-8	-4
CCOC(=O)C(C)(C)Oc1ccc(Cl)cc1	4	0	5	-5	0	-1	10	-19	8	0
Cc1nc2ccc(S(=O)(=O)Nc3cc(-c4nc5cccnc5s4)ccc3C)cc2s1	i	-436	-5	-26	4	-13	9	6	5	-64
CCN1CC(CN(C)Cc2nc(COc3ccccc3)no2)CC1=O (stereo not drawn)	2	-1	-4	2	-3	-4	-5	-12	-1	-8
CCOc1ccc(C2=CS/C(=C(\C#N)c3nnc4n3CCCCC4)N2CC)cc1	3	3	-10	1	-8	2	15	4	-3	5
Cc1ccccc1NC(=S)N1CCCC1	2	2	4	0	2	-1	-12	-3	0	-4
Cc1ccc2nc(NCCc3ccccc3)c3nncn3c2c1	-3	5	-13	17	2	-2	2	-6	0	2
COc1cccc(OCc2cc(C(=O)NC3CCOCC3)no2)c1	-7	-1	7	0	-5	-1	5	2	5	9
CCCCNC(=O)CCNC(=O)c1ccc(C(C)(C)C)cc1	0	1	-4	5	8	-3	6	-8	2	-2
N#Cc1cc([N+](=O)[O-])ccc1Oc1cccc(/C=N/NC(=O)c2ccc(Cl)cc2)c1	-2	3	-7	-38	-1	3	5	25*	-3	6
Cc1cc(N2C(=O)C(O)=C(C(=O)c3ccco3)C2c2cccc(Oc3ccccc3)c2)no1 (stereo not drawn)	-35	-15	-1	-2	5	1	1	-4	-3	1
CCn1c(SCC(=O)OC)nc2sc3c(c2c1=O)CCC3	-2	1	4	2	1	-4	4	-8	0	7
CCCCn1c(N)c(N(CCC(C)C)C(=O)CSc2nc3ccccc3s2)c(=O)[nH]c1=O	4	4	7	4	-8	-1	4	-19	-6	-4
COC(=O)Cn1cc(C(=O)OC)cc(Br)c1=O	2	0	1	5	4	-4	-8	-19	4	-4
Cc1ccc2nc(C)c(C(=O)N/N=C/c3ccccc3[N+](=O)[O-])cc2c1	0	-1	8	-2	0	-2	1	6	6	0
CC(=O)NNc1cc(N2CCOCC2)nc(N2CCOCC2)n1	-66	-54	10	25*	-4	-21	-7	-3	3	-98
CCOC(=O)C1=C(C)N(C)C(=S)NC1c1ccc(Cl)cc1Cl (stereo not drawn)	-4	-1	-3	13	4	-2	0	-17	-3	-6
Cn1c(N)c(C(=O)COC(=O)c2ccc(OC(F)F)cc2)c(=O)n(C)c1=O	-1	-1	-7	0	8	-4	-13	-9	-7	-4
O=C(CCCCCn1c(SCC(=O)c2ccccc2)nc2ccccc2c1=O)NCc1ccco1	3	-3	-10	1	3	-3	-2	-3	-5	-6
Cc1cc(C)c(S(=O)(=O)Nc2c(C)[nH]c(=O)[nH]c2=O)c(C)c1	3	6	-15	4	3	3	-3	0	-3	1
O=C(COC(=O)c1ccc(Cl)cc1[N+](=O)[O-])NCc1ccco1	-8	0	1	0	4	-3	2	17	2	-24
CN1CCN(CCC(=O)N/N=C/c2ccccn2)CC1	3	10*	8	3	-1	-4	-1	-1	2	0
CC(=O)COc1ccc(-c2csnn2)cc1	-8	-1	-1	1	2	-4	-11	0	2	-3
c1ccc(-c2ccc(C3CCCN3)cc2)cc1 (stereo not drawn)	-1	1	-4	0	3	0	-8	1	16*	-8
Cc1cccc(N2CCN(C(=O)c3cc(=O)[nH]c4ccccc34)CC2)c1C	-9	-3	2	-1	9	-5	-5	2	4	-4
Cc1ccccc1Cn1c(CN2CCc3ccccc3C2)nc2c1c(=O)n(C)c(=O)n2C	-18	-11	8	-10	1	-9	0	-4	-6	-2
CC(C)n1cnc2c(NCc3ccc(S(N)(=O)=O)cc3)nc(NCc3ccc(S(N)(=O)=O)cc3)nc21	-1	0	-4	5	4	-1	-13	-8	-1	-5
O=C(O)C(C/C(=N/O)c1ccc(Br)cc1)P(=O)(c1ccccc1)c1ccccc1 (stereo not drawn)	-5	3	-12	0	-6	-7	0	-3	-7	-18
O=C(CS(=O)CC(=O)N(c1ccccc1)C(C(=O)NC1CCCC1)c1cccs1)Nc1ccc(F)cc1 (stereo not drawn)	1	0	0	-2	-8	-2	0	-10	-3	-2
O=C(Cc1ccc(Br)cc1)N1CCN(c2ccc(F)cc2)CC1	1	4	-4	1	-2	-1	-6	-10	-3	4
Cc1ccc(C2NC(=O)c3c(sc4c3CCN(C)C4)N2)o1 (stereo not drawn)	-491	-370	-2	0	11	-194	15	2	5	i

A different layout for part of the listing above:
molecule | PLCb3 inh | PLC-gamma1 inh | TDP2 absorb | SIAE inh | Tn7 DDE FP | ADAM17 inh | ARFGAP1 inh | ASAP1 GAP inh | Tn6 DDE FP | ADAM10 inh
O=C(Cc1ccc(Br)cc1)N1CCN(c2ccc(F)cc2)CC1 | 1 | 4 | -4 | 1 | -2 | -1 | -6 | -10 | -3 | 4
Cc1ccc2nc(C)c(C(=O)N/N=C/c3ccccc3[N+](=O)[O-])cc2c1 | 0 | -1 | 8 | -2 | 0 | -2 | 1 | 6 | 6 | 0

(cont.)
SMILES	PLCb3 inh	PLC-gamma1 inh	TDP2 absorb	SIAE inh	Tn7 DDE FP	ADAM17 inh	ARFGAP1 inh	ASAP1 GAP inh	Tn6 DDE FP	ADAM10 inh
CC(C)OC(=O)c1ccc(NC(=S)NC(=O)c2cncc(Br)c2)cc1	-3	1	12	-4	-2	-2	4	-3	-1	4
Cc1cc2ccccn2c1C(=O)c1ccc([N+](=O)[O-])cc1[N+](=O)[O-]	-1	-1	-9	1	4	-6	0	3	1	-10
CCCS(=O)(=O)c1nc(S(=O)(=O)c2ccc(C)cc2)c(NCCCn2ccnc2)s1	-4	4	14	-7	-6	0	11	-23	1	3
COc1ccc(C(=O)NCC(=O)OCC(=O)NC2CCCC2)cc1	3	6	-11	-6	-2	-3	6	12	-4	-5
Cc1cc(OCC(=O)N2CCN(c3ncccn3)CC2)ccc1Cl	-11	-4	6	7	4	-4	3	-15	2	-17
COc1ccccc1-n1nnnc1SCc1cc2c(cc1Br)OCO2	-2	0	-2	-5	4	2	-3	10	2	1
O=c1nc2ccccc2c2n1CC(CN1CCN(c3ccccc3F)CC1)N2 (stereo not drawn)	5	4	4	1	-1	-2	-8	6	5	-6
O=C(COC(=O)c1ccc(Cl)c(S(=O)(=O)N2CCOCC2)c1)Nc1ccc2[nH]c(=O)[nH]c2c1	-6	-4	-4	4	-8	-4	15	8	-1	-2
C[C@H]1CN([C@@H](C)CO)C(=O)c2cccc(NS(=O)(=O)c3ccc(F)cc3)c2O[C@H]1CN(C)Cc1ccc(Cl)c(Cl)c1	8	-32	-12	-3	-5	9.2*	8	4	-2	20*
Cc1ccc(C(=O)CSc2nn3c(=O)c(C(C)(C)C)nnc3s2)cc1	-3	0	4	-1	-7	-3	5	-3	3	0
CCCSC1=C(C#N)C2(CCCCC2)C(C#N)=C(N)N1	-12	-4	3	3	4	0	6	10	-1	-3
O=C(CSc1nnc(-c2ccccc2Cl)o1)Nc1ccccn1	-2	4	-3	-3	0	1	7	8	-2	6
C/C(=N\NC(=O)c1cccc(S(=O)(=O)N2CCOCC2)c1)c1ccc(OCC(=O)N(C)C)cc1	-6	-1	11	-2	3	-2	-6	-6	2	3
COc1ccc(NC(=O)COC(=O)c2c(F)cccc2Cl)cc1OC	-1	0	5	1	5	4	4	5	4	0
CC(=O)N1CCN(c2ccc(N)cc2)CC1	-9	-6	24	9	0	0	11	5	5	-1
CCOC(=O)N1CCN(C(=O)C[C@H]2C[C@@]3(C(=O)OC)C(=C[C@H](COCc4ccccc4)O[C@@H]3C)N(Cc3ccc4c(c3)OCO4)C2=O)CC1	5	1	-2	1	-9	-2	3	-1	-5	-6
COC(=O)c1ccc(CNC(=O)COC(=O)CCC2CCCC2)cc1	0	-2	-6	-4	-6	0	4	18	7	1
Cn1nnnc1SCC(=O)C(C)(C)C	-12	-2	1	3	6	-5	10	-13	8	-12
O=C(NC1CC1)c1ccc(CS(=O)c2ccc(Br)cc2)o1 (stereo not drawn)	1	-1	-2	12	3	3	5	-15	10	2
Cc1cc(C)cc(NC(=O)c2cc3c(=O)n4ccccc4nc3s2)c1	-50	-37	-18	-19	3	-14	-3	-15	-7	-43
